Screens as filed in PubChem BioAssay.
FLuc act counter: firefly luciferase counter-screen for stimulation assays; activation factor at 10 µM; AID 1027; ATPlite luciferase biochemical, luminescence, 10 min; 0 = ATP-free wells, 1 = DMSO control; 200,000 tested, under 10 active; P08659;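 active = luciferase activation factor, scaled between plate controls, of at least 2 with compound at 10 µM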
Target sequence (P08659 whole entry, looked up): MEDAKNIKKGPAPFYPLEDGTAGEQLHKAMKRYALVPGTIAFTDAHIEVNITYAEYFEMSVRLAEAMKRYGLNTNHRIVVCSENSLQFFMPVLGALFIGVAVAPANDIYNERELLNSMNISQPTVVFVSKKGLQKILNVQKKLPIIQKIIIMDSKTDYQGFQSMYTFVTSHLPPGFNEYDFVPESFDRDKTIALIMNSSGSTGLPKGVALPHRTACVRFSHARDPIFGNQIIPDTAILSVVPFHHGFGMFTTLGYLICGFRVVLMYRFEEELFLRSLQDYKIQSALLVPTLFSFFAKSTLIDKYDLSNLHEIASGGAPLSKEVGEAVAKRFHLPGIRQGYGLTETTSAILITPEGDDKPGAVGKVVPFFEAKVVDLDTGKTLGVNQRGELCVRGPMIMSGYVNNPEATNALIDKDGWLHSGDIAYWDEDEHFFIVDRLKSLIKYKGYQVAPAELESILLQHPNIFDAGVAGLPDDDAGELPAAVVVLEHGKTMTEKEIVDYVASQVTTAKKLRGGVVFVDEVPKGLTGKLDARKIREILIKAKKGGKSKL
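System: cell-free luciferase reagent; medium: PBS as buffer for the ATP substrate; doses: test compounds dosed from 2 mM stocks in 100% DMSO; incubation: 10 min, room temperature; measured by: luminescence from luciferase reaction; read-out: luciferase activation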
FLuc inh counter: Photinus pyralis luciferase inhibition counter-screen. ATPLite firefly luciferase biochemical luminescence, 10 min. inhibition, % at 10 µM. 200,000 tested, 1.5% active;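 active = inhibition above about 50% when tested at 10 µM, limit read from the data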
L major viab: reduces viability of Leishmania major promastigotes; resazurin fluorescence viability; inhibition, % at 10 µM; 200,000 tested, 9% active; in the data active = inhibition above about 50%;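 also: promastigotes grown with compound for 44 hours at 28 °C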
TNAP inh no acc: TNAP (human) inhibition, acceptor-free conditions; purified TNAP, CDP-star luminescence, 30 min; inhibition, % at 20 µM; 200,000 tested, 0.26% active; AID 1012;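 active = tissue-nonspecific alkaline phosphatase inhibition above about 50% at 20 µM in the single-dose screen, limit read from the data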;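 also: 0% = DMSO negative control and 100% = EDTA positive control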
TNAP inh hiacc: TNAP (human) inhibition, high acceptor | inhibition, % at 20 µM | AID 1135 | 200,000 tested, 0.03% active | P05186 | purified TNAP, CDP-star luminescence, 1 M DEA;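 active = over 50% inhibition of tissue-nonspecific alkaline phosphatase at 20 µM in the single-dose screen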;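 also: plate controls were DMSO wells for no effect and EDTA-quenched wells as full inhibition for full effect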
bIAP inh: blocks bovine intestinal alkaline phosphatase activity. purified bovine IAP, CDP-star luminescence, 30 min. inhibition, % at 20 µM. 190,000 tested, under 10 active;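 active = over 50% inhibition of intestinal alkaline phosphatase at 20 µM in the single-dose screen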
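System: purified bovine intestinal alkaline phosphatase (IAP) enzyme; Input: IAP diluted 1/65,000,000 in the well; Measured by: CDP-star luminescence signal; Compound dosing: 20 µM single dose; Incubation: 30 min reaction at room temperature.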
RAM network inh: inhibitors of the yeast RAM network. S. cerevisiae dse1pr::URA3 reporter, 5-FOA growth OD615, 2 d; analog-sensitive cbk1-as2 kinase mutant strain. inhibition, % at 50 µM. 190,000 tested, 1.8% active;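 active = inhibition above a set limit, 3 SD over mean compound inhibition, cut at about 8.4% in these data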;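 also: 0% = DMSO-only wells with no growth and 100% = 10 µM 1-NA-PP1 full growth; inhibition rescues growth on 5-FOA so higher OD means more RAM inhibition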
bIAP act: intestinal alkaline phosphatase (bovine) activation. 200,000 tested, 0.17% active. activation factor at 20 µM. purified bovine IAP, CDP-star luminescence, 30 min; hits give high values; fold of DMSO-control signal, blank-subtracted;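 active = activation factor of 2 or more at 20 µM, a signal rise over negative controls twice the positive control's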
TNAP act hi DEA: increases human TNAP activity under high phosphate acceptor concentration; 200,000 tested, under 10 active; AID 1136; activation factor at 20 µM; P05186; purified TNAP, CDP-star luminescence, 1 M DEA, 30 min; hits give high values; 0 = EDTA background, 1 = DMSO-only activity;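 active = activation factor at least 2 at 20 µM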
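system = human TNAP | amount = enzyme diluted 1/800 final | reagent = 100 µM CDP-star substrate | signal = luminescent substrate turnover signal | dosing = one dose, 20 µM | benchmarks = EDTA negative control, DMSO positive control | measure = activation factor | timing = 30 min reaction, room temperature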
APP transl inh: APP translation inhibition; SH-SY5Y APP 5'UTR-luciferase reporter, luminescence; inhibition, % at 2 µM; 190,000 tested, 0.82% active; AID 1285;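 active = inhibition above a set limit, derived from the sample mean plus 3 SD, cut at about 45% in these data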; also: values of inactives mirror those of a sister screen read the other way
Starred values were filed as active, the others as inactive; nt = not tested or not shown.

SMILES	FLuc act counter	FLuc inh counter	L major viab	TNAP inh no acc	TNAP inh hiacc	bIAP inh	RAM network inh	bIAP act	TNAP act hi DEA	APP transl inh
Cn1c(CO)cnc1SCc1c(Cl)cccc1Cl	1	0	30	-5	-1	2	2.6	1	1	2
Cc1sc2ncnc(SCc3ccco3)c2c1C	1	-2	-2	-11	-5	3	4.1	1	1	12
O=C(CN1CCN(Cc2ccccc2)CC1)c1ccccc1	1.1	-9	-2	-7	-3	2	0.6	1	1	3
O=C(CSCC(=O)N1CCOCC1)Nc1ccccc1	1	0	-3	-14	-3	2	3.7	1	1	7
Cc1ccc(NC(=O)CC(=O)Nc2ccc(C)cc2)cc1	1	-4	-5	-2	2	9	6.4	0.9	1	1
COc1ccc(-n2c(N)c(C#N)c3ccc([N+](=O)[O-])cc3c2=O)cc1	1.1	-9	-4	3	2	-4	7.9	1	1	11
CCOCCCNC(=S)N1CCC(NC(=O)C23CC4CC(CC(C4)C2)C3)CC1	1.1	-6	63*	-7	1	2	1.7	1	1	-4
CC(C)(C)c1cc(-c2nc(N)nc(N)n2)cc(C(C)(C)C)c1	1	-4	44	-5	-1	8	3.7	0.9	1	8
O=C(Nc1ccc(Br)c2cccnc12)c1ccc(Cn2cc(Cl)cn2)o1	1.1	-6	-6	-23	2	5	11*	0.9	1	-17
O=C(O)CCc1ccc(-c2ccccc2)n1NC(=O)c1sc2ccccc2c1Cl	1	-4	-8	-5	-2	-5	4.0	1	1	-3
COC(CNC(=O)c1ccc(N2CCc3ccccc32)c([N+](=O)[O-])c1)OC	1	3	96*	1	17	2	-0.7	1	0.8	-3
COc1ccc(NC(=O)C2CCCN(S(=O)(=O)c3cccc4cccnc34)C2)cc1OC (stereo not given)	1	-2	-2	-10	0	-3	-0.5	1	1	-4
COc1ccc(CC(NC(C)=O)C(=O)NC2CCN(C(=O)C3CC3)CC2)cc1OC (stereo not given)	1	-4	-2	-8	-6	-9	3.0	1.1	1.1	-3
CC(=O)Nc1ccccc1OCc1nnc(-c2ccc(Cl)cc2)o1	1	3	1	-10	-3	3	4.1	1	1	-10
O=C(NCCc1cccc(F)c1)[C@@H]1CSC2c3ccccc3C(=O)N21 (stereo not given in full)	1.1	-9	-1	-6	-5	5	3.1	1	1.1	1
COc1ccc(/C(O)=C2/C(=O)C(=O)N(CCCC(=O)O)C2c2ccc(OC)cc2)cc1 (stereo not given)	1	-5	-4	-8	-1	11	4.0	0.9	1	3
COc1ccccc1NC(=O)Nc1cc(F)ccc1F	1	0	26	-13	-6	-2	2.1	1	1.1	-22
c1ccc(C2(CNc3ccccn3)CCCC2)cc1	1	-5	41	-16	0	29	0.4	0.7	1	7
CCOC(=O)C1(Cc2cccc(F)c2)CCN(C(=O)C2CCCO2)CC1 (stereo not given)	1	-4	-3	-10	-7	-8	-0.4	1.1	1.1	-20
O=C(Cc1sc(Nc2ccccc2)nc1-c1ccccc1)NCc1ccccc1	1	-1	22	-10	-1	30	5.0	0.7	1	-8
COc1ccc(C(=O)Nc2ccc(F)cc2F)cc1OC	1	-4	-8	-9	-5	-6	0.5	1.1	1	-15
O=C(Nc1cc2c(cc1Br)OCCO2)c1ccco1	0.9	14	-1	-11	-5	-5	1.6	1.1	1	-42
CCCCN(c1ccccc1)S(=O)(=O)c1ccc2c(c1)CCN2C(=O)CCC(=O)O	1	-4	-2	-7	-2	3	6.5	1	1	18
Cn1c(=NC(=O)CSCC(=O)N2CCCC2)sc2ccccc21	1	-3	-1	-8	0	6	0.9	0.9	1	6
CC(C)OC(=O)c1cccc(C(=O)O)n1	1	-1	-2	-29	-3	1	1.6	1	1	-24

The list goes on.
SMILES	FLuc act counter	FLuc inh counter	L major viab	TNAP inh no acc	TNAP inh hiacc	bIAP inh	RAM network inh	bIAP act	TNAP act hi DEA	APP transl inh
CCCCC1(O)CC(C(F)(F)F)=NN1C(=O)COc1ccccc1 (stereo not given)	1.1	-7	-1	-10	-2	-2	-1.5	1	1	-5
C=CCNS(=O)(=O)c1cccc(C(C)=O)c1	1.1	-6	54*	-12	0	47	2.3	0.5	1	-6
COc1ccc(-c2[nH]nc3c2C(c2ccsc2)C(C#N)=C(N)O3)cc1 (stereo not given)	1	-4	36	11	-1	-2	2.9	1	1	0
CCC1=NN(C(=O)c2ccc(C)cc2)C(O)(c2ccc(Br)cc2)C1 (stereo not given)	1	4	-7	4	11	9	-0.7	0.9	0.9	-8
C#CC(CC)(CC)NC(=S)Nc1ccc(S(N)(=O)=O)cc1	1.1	-6	47	-12	-6	-30	1.2	1.3	1.1	-32
Cc1cccc(NC(=O)CN2C(=O)CSC2=O)c1	1	3	-4	0	0	20	1.5	0.8	1	-3
O=C(C1CCCCN1S(=O)(=O)c1ccccc1[N+](=O)[O-])N1CCCCC1 (stereo not given)	1.1	-10	-2	-9	-8	1	2.5	1	1.1	-17
Nc1nonc1-n1nnc(C(=O)N/N=C/c2ccc(Br)cc2)c1CSC1=NCCS1	1.1	-11	13	8	-1	-2	3.4	1	1	14
Cc1cccc(NC(=S)N2CCN(C(=O)C3CCCO3)CC2)c1 (stereo not given)	1	-3	-9	-10	-6	-26	0.9	1.3	1.1	4
CC(C#N)On1c(SC(C)C#N)nc2ccccc2c1=O (stereo not given)	1	1	-2	-10	0	7	1.7	0.9	1	-13
COCCOCC(O)CN1CCN(c2ccccc2)CC1 (stereo not given)	1	-1	0	-5	-8	-10	0.8	1.1	1.1	15
CCOc1ccc(C(c2c(NC(=O)c3ccccc3)sc(C)c2C)N2CCN(CCO)CC2)cc1 (stereo not given)	1	-2	45	-15	-3	-67	5.2	1.7	1	-23
O=C(c1cccc(F)c1)N1CCN(c2ccc([N+](=O)[O-])c(N3CCCCC3)c2)CC1	1.1	-6	4	6	12	28	-0.8	0.7	0.9	4
CCCn1c(N2CCN(Cc3cccc(C)c3)CC2)nc2c1c(=O)[nH]c(=O)n2C	1	-3	-3	-14	-4	2	-0.8	1	1	-8
O=C(N(c1ccccc1)c1ccccc1)n1ccnc1	1.1	-6	-1	-10	-1	11	-0.7	0.9	1	-8
S=C(NCCc1ccccc1)Nc1ccc(Br)cc1	1	0	15	-13	-4	-19	2.5	1.2	1	-36
O=C(NNC(=O)C1CCN(S(=O)(=O)c2ccc(Cl)cc2)CC1)c1ccccc1	1	0	44	-20	-6	-10	2.3	1.1	1.1	13
CC(=O)NC1=NN(C(C)=O)C(C)(c2ccc(C)cc2)S1 (stereo not given)	1	1	63*	-16	-1	7	0.9	0.9	1	-10
CC(Oc1ccc(Cl)cc1Cl)C(=O)Nc1ccncc1 (stereo not given)	1.1	-7	3	-10	-6	4	-0.7	1	1.1	5
O=C(CNC(=O)c1cccs1)OCC(=O)c1ccc2ccccc2c1	1	-3	-13	-6	-3	-3	1.4	1	1	8
Cc1cc2oc(=O)cc(COC(=O)c3n[nH]c4ccccc34)c2cc1C	1	-2	1	-3	-5	8	4.4	0.9	1.1	-10
C/C(=N\NC(=O)CN(c1ccc(C)cc1)S(C)(=O)=O)c1cccs1	1.1	-8	-3	-7	-2	1	4.9	1	1	4
CC(=O)N/C(=C\c1ccc(F)cc1)C(=O)OC(C)C	1	-3	-10	-11	-2	2	-1.3	1	1	-3
C/C(=N\NC(=O)Cn1nc(C)c([N+](=O)[O-])c1C)c1ccc(O)cc1	1	-4	-7	-5	5	-7	0.4	1.1	1	-1
CCc1cccc(OCCCN2C(=O)NC(C)(C)C2=O)c1	1.1	-6	-6	-19	-2	3	1.9	1	1	nt
Cc1cc(C)nc(NS(=O)(=O)c2ccc(N/C=C\C(=O)c3ccc(Cl)cc3)cc2)n1	1	-5	-6	-12	-3	-1	7.3	1	1	-43
